# Assay outcomes: PubChem, Fisher Drug Discovery Resource Center
# mcGAS RapidFire = mouse cGAS inhibition by mass spec; Q8C6L5; recombinant mouse cGAS, cGAMP by RapidFire MS; inhibition, % at 12.5 µM; 130,000 tested, 0.18% active;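 active = inhibition of cGAS enzyme activity at or above 60%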;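 also: enzyme stimulated by 45 bp dsDNA with ATP and GTP substrates; cGAMP share of summed cGAMP plus half ATP and half GTP signals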
# Target sequence (Q8C6L5 whole entry, looked up): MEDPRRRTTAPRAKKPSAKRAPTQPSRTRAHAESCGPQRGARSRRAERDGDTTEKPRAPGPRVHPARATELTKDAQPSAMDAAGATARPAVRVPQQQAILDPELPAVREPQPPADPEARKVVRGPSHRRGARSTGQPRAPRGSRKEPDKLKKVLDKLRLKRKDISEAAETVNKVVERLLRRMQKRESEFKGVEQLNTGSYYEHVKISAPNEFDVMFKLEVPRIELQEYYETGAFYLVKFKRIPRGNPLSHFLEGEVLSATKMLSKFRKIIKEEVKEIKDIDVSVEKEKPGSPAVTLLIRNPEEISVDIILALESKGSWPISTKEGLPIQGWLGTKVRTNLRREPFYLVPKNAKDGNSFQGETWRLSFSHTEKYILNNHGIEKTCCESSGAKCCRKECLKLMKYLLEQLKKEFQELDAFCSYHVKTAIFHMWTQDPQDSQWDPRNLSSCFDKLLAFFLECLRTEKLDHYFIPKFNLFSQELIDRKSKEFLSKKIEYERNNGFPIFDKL
# * = called active by the depositor; & = joins results of further samples. The list is partial; the hit share may differ from the screen's.
SMILES,mcGAS RapidFire
CCOc1ncccc1-c1nccc(OC)n1,2.2
Cc1ccc(S(=O)(=O)N2CCc3cccc4c3C2CC(=O)N4)cc1 (stereo not given),-10.1
O=C(NCc1ccc(F)cc1)c1cc(=O)c(OCc2ccccc2)c[nH]1,0.3
CCN(CC)Cc1cnc2c(C(=O)N3CCS(=O)(=O)CC3)cnn2c1,-9.4
CCSc1nnc(NC(=O)CSc2nnc(CNC(=O)COc3ccc(Cl)cc3)n2-c2ccc(F)cc2)s1,-5.7
CCCS(=O)(=O)c1ccccc1C(=O)N1CCN(C)CC1C (stereo not given),-5.2
COc1ccc(CCC(=O)Nc2cccc(C(N)=O)c2C)c(OC)c1OC,-10.7
O=C(NCc1cccc(Oc2ccccc2)c1)C(=O)c1c[nH]c2ccccc12,-6.8
Cc1cc(Cl)cc(C)c1OCC(=O)NC(C)c1ccc(-n2ccnc2)cc1 (stereo not given),-6.6
O=C(Cc1ccsc1)N(CC1CCN(C2Cc3ccccc3C2)CC1)CC1CCCO1 (stereo not given),-8.1
CCS(=O)(=O)C(C)C(=O)N1CCN(C(=O)c2ccccc2)CC1 (stereo not given),3.6
COC(=O)C1CCCCN1C(=O)c1ccc(C2CCCCC2)cc1 (stereo not given),-0.7
CC(C)(C)C(NC(=O)c1cc(C2CC2)on1)c1ccc(F)cc1 (stereo not given),-8.8
CNC(=O)c1cnc(N2CCN(Cc3ccccc3)C2=O)s1,-8.1
O=C(C=c1[nH]c(=O)c(=Cc2ccc3c(c2)OCO3)s1)c1ccc(Cl)cc1,-6.8
O=C(COC(=O)c1cccc(Cl)c1)Nc1ncccn1,1.5
COc1cccc(C(CNS(=O)(=O)c2ccccc2Br)N(C)C)c1 (stereo not given),-0.7
COc1ccccc1OC(C)(C)C(=O)Nc1cnc2n1CCCC2,-6.8
OC(CNC1CCC2(CCNCC2)CC1)c1cccnc1 (stereo not given),-16.7
Cc1cc(C(=O)O)c2cc(Cl)ccc2n1,-10.3
CC(C)(C)NC(=O)NCc1nnnn1C1CCCCC1,-7.5
Clc1nc2cc3c(cc2nc1N1CCOCC1)OCCO3,1.5
Cc1cc(C(=O)N(C)CCN2CCOCC2)cc(C)c1OC(F)F,-6.1
O=C(Nc1nnc(C2CC(=O)N(c3ccccc3)C2)o1)c1ccc2c(c1)OCO2 (stereo not given),-4.7
CCOC(=O)N1CCN(Cc2nc3c(c(=O)[nH]c(=O)n3C)n2CCCc2ccccc2)CC1,-4.3
CC(c1ccccc1-n1cccn1)n1ccnc1-c1ccco1 (stereo not given),-14.5
Cc1ccc(-c2nnn(Cc3ccc(C#N)cc3)n2)cc1,-7.5
Cc1cc(C(F)(F)F)n2nc(N)nc2n1,-1.9
COCc1nnc(NC(=O)CN2C(=O)c3ccccc3NC2CC(C)C)s1 (stereo not given),-1.4
Cc1ccc(C2(C(F)(F)F)NC(=O)N3N=C(N4CCOCC4)N(c4ccccc4)C3=C2C#N)cc1 (stereo not given),9.3
Cc1nc(SCC(=O)NCC(C)C)c2c(C)c(C)sc2n1,-12.2
Cc1cccc(OCC(O)CNC(C)C)c1 (stereo not given),0.3
O=C(CSc1nnc(-c2cccs2)n1C1CC1)c1ccc(Cl)s1,1.7
Cc1cc(N)n(-c2c(Cl)cc(Cl)cc2Cl)n1,-3.5
CN(CC(=O)NC1CC1)c1ccc(S(=O)(=O)NCc2ccco2)cn1,-3.2
CCCNC(=O)C(C)NC(=O)c1ccc(Oc2ccc(F)cc2)cc1 (stereo not given),-4.6
COc1ccc(-c2nc(-c3ccc(Br)o3)no2)cc1,15.4
CN(Cc1ccc(-n2cccn2)cc1)Cc1cnc(N(C)C)nc1,-29.4
Cc1cccc2nc(CSc3nnnn3C3CCCC3)cc(=O)n12,2.9
COc1cccc(CN2CCC2(C)C(=O)Nc2ccc(C)c(O)c2)c1F (stereo not given),-6.7
Cc1noc(CCCNC(=O)NCc2cc(C#N)ccc2F)n1,-3.7
COc1cc(-c2nccn2Cc2cccc3[nH]ccc23)cc2c1OCO2,-10.1
COC(=O)CSc1ccnc(SC)n1,-4.2
O=C(Cc1ccccc1Br)NCc1ccoc1,-6.4
Cc1ccc(NC(=O)COCC(F)(F)F)c2cccnc12,-9.0
CNc1cccc(-c2ccc(C#N)cc2)n1,-2.4
Cc1ccc(-c2csc(NC(=O)c3ccc4c(c3)CCN4S(C)(=O)=O)n2)cc1C,3.2
COC(=O)c1ccc(C=Nc2c(-c3ccco3)nc3ccccn23)cc1,6.0
COc1ccc(CN(C)C(=O)c2cn(CC3CCCO3)nn2)c2cccnc12 (stereo not given),-2.9
Cc1nn(-c2nc(-c3ccco3)cc(C(F)(F)F)n2)c(C)c1Cl,-8.7

# More structures follow:
SMILES,mcGAS RapidFire
Cc1nn(C(=O)Cc2ccccc2)c(C)c1Sc1ccccc1[N+](=O)[O-],-8.2
Cn1ccnc1CNC(=O)N1CCC(c2ccc(F)cc2)C1 (stereo not given),-5.6
Cn1ncc2c1CCCC2Nc1nc(-c2ccncc2)nc2c1CCC2 (stereo not given),-5.2
CC(C)N(C)Cc1nnnn1CC(=O)N(C)CC1COc2ccccc2O1 (stereo not given),-3.9
Cn1nnc2c(N3CCN(CC(N)=O)CC3)ncnc21,-13.2
CCN(CC(=O)Nc1c(Cl)cccc1Cl)C(=O)c1ccc2c(c1)NC(=O)CS2,0.4
CC1(C(=O)O)CCCN1C(=O)c1ccc(SC(F)(F)F)cc1 (stereo not given),2.3
O=C1CN(CCc2ccccc2F)C2CS(=O)(=O)CC2N1c1cccc(Cl)c1 (stereo not given),-11.5
C=CCOC(C)C(=O)N1CCCC1c1ncc(-c2cccc(C)c2)[nH]1 (stereo not given),-58.9
CN(Cc1ccccn1)S(=O)(=O)c1cnn(-c2ccccc2F)c1,-10.2
O=C1C[C@H]2CC[C@@H](CN1)N2C(=O)c1ccccc1-n1cncn1,-14.2
Cc1nc(-c2cccnc2)sc1-c1ccc(SCC(=O)N2CCN(c3ccccc3)CC2)nn1,-16.9
CN(CC(=O)Nc1ccccc1Cl)Cc1nc2cc(Cl)ccc2n1C,0.0
Cc1cc(NC(=O)COC(=O)C2=COCCO2)no1,-1.3
NC(=O)Cn1c(CO)cnc1SCc1ccccc1,-11.7
O=C(C=C1CCCCC1)NCC1CCCN(Cc2cccs2)C1 (stereo not given),-6.3
CN(Cc1ccco1)S(=O)(=O)c1ccc(C(=O)Nc2ncnc3sccc23)cc1,-11.9
NC1CCN(C(=O)c2cc3n(n2)CCN(Cc2ccccc2)C3)C1 (stereo not given),-5.8
CCC(Sc1nncc2ccccc12)C(=O)NCc1ccccc1 (stereo not given),-2.9
COc1ccc2[nH]cc(CC(=O)N3CCC(Cc4ccccn4)CC3)c2c1,1.3

# Brought forward from above: 3 entries; new compounds follow.
SMILES,mcGAS RapidFire
NC1CCN(C(=O)c2cc3n(n2)CCN(Cc2ccccc2)C3)C1 (stereo not given),-5.8
CCC(Sc1nncc2ccccc12)C(=O)NCc1ccccc1 (stereo not given),-2.9
COc1ccc2[nH]cc(CC(=O)N3CCC(Cc4ccccn4)CC3)c2c1,1.3
COc1ccc(-c2c[nH]c3ccc(C)cc23)nn1,-29.3
O=P1(NCCO)C=C(c2ccccc2)SC(c2ccccc2)=C1,2.3
CCCN(Cc1nc2cc(Cl)ccc2c(=O)[nH]1)C(=O)C(C)(C)Oc1ccc(Cl)cc1,-3.9
C=C(C)Cn1c(N2CCN(Cc3ccc(Br)cc3)CC2)nc2c1c(=O)[nH]c(=O)n2C,-7.1
Cc1cc(C)n(-c2nc(C)nc(NCc3ccccc3)n2)n1,1.2
Cc1cccc2cc(/C=N\NC(=O)CN3CCOCC3)c(Cl)nc12,2.9
Cc1noc(-c2ccc(N3CCN(C)C(C(=O)O)C3)nc2)n1 (stereo not given),-22.1
Nc1[nH]nc2nnc(-c3c(-c4ccccc4)nn4ccccc34)cc12,-2.8
CCN1C=C(c2csc(N/N=C\c3ccco3)n2)C(c2ccc(C)cc2)NC1=O (stereo not given),-1.6
COC(=O)C(C)N1CC2CN(C)C(c3ccccc3)C2C1 (stereo not given),-3.7

# A different layout for 3 compounds above:
molecule	mcGAS RapidFire
COc1ccc(-c2c[nH]c3ccc(C)cc23)nn1	-29.3
O=P1(NCCO)C=C(c2ccccc2)SC(c2ccccc2)=C1	2.3
CCCN(Cc1nc2cc(Cl)ccc2c(=O)[nH]1)C(=O)C(C)(C)Oc1ccc(Cl)cc1	-3.9

# Back to the main list; the four compounds before the break are reprinted first.
SMILES,mcGAS RapidFire
Cc1noc(-c2ccc(N3CCN(C)C(C(=O)O)C3)nc2)n1 (stereo not given),-22.1
Nc1[nH]nc2nnc(-c3c(-c4ccccc4)nn4ccccc34)cc12,-2.8
CCN1C=C(c2csc(N/N=C\c3ccco3)n2)C(c2ccc(C)cc2)NC1=O (stereo not given),-1.6
COC(=O)C(C)N1CC2CN(C)C(c3ccccc3)C2C1 (stereo not given),-3.7
COc1ccc(C2C3COC(C)OCC3ON2C)cc1OC (stereo not given),-1.8
O=C(NCCc1ccc(O)cc1)[C@@]12CNC[C@@H]1CN(C1CCCC1)C2,-14.9
CC(c1nn2c(Cc3ccccc3)nnc2s1)n1cncn1 (stereo not given),-22.8
c1ccc(CCCN2CCCC3(CCNC3)C2)cc1 (stereo not given),-3.4
COc1cccc(C(=O)NCC2=CCCN(Cc3cnc[nH]3)C2)c1,-13.5
COc1ccc(Cc2nnc3n2N(C(C)=O)C(c2ccc(Cl)cc2)=C(C(C)=O)S3)cc1,-7.0
NNC(=O)c1ccncc1,-15.1&-2.8&-2.2&0.2
CN1CCC(Cc2noc(-c3ccc(C4CCCO4)s3)n2)CC1 (stereo not given),-14.1
Cc1ccc2nc(C)c(NC(=O)c3cccc(C(F)(F)F)c3)c(=O)n2c1,4.9
COc1ccc(N(Cc2cc(OC)cc(OC)c2)S(=O)(=O)C(C)C)cc1,-12.5
CSC1=NCCN1C(=O)c1cc(-c2csc(C)n2)c[nH]1,-33.6&-7.0
Cn1c(SCC(=O)NN2C(=O)NC3(CCCCC3)C2=O)nnc1C1CC1,-4.4
Cc1nc(CN2CCN(C(=O)c3cc(Cl)ccc3I)CC2)n[nH]1,2.1
O=C(CSC1=NS(=O)(=O)c2ccccc2N1)NC1CCCC1,-3.6
COc1ccc(Cl)cc1C(N)CC(C)C (stereo not given),-2.4
O=C(c1ccccc1)N1CCN(c2ccc(-n3cccn3)nn2)CC1,-12.1
CCCC[C@@H](CC)COC(=O)C(C#N)=C(c1ccccc1)c1ccccc1,-3.8
CC(Cn1ccnc1)NCC1(N2CCOCC2)CCCCC1 (stereo not given),-14.9
O=S(=O)(c1cc(Br)ccc1Br)N1CCC1c1ccccc1 (stereo not given),2.4
O=C(c1cnn(-c2ccccc2)c1)N1CCN(S(=O)(=O)c2ccccc2Cl)CC1,-12.9
COc1ccc(C(CC(=O)N(C)Cc2c(C)nn(C)c2C)c2ccccc2)cc1 (stereo not given),-2.0
O=c1oc2c(-c3ccc(F)cc3)cc(O)cc2s1,1.6
O=C(Nc1n[nH]c(-c2cccs2)n1)c1cccc(F)c1F,-11.2
CCOC(=O)C1CCN(CCOc2ccc3c(c2)O/C(=C\c2ccc(OC)cc2)C3=O)CC1,-5.0
Cn1c(=O)c2cc(S(=O)(=O)NCC3CC4CCC3C4)ccc2n(C)c1=O (stereo not given),-13.9
CCCCc1ccc(S(=O)(=O)NC(=O)C2(C)CCN2C(=O)c2ccccc2)cc1 (stereo not given),-2.6
N#C/C=C/N(CCc1ccccc1)CCc1ccccc1,6.4
CCCC1(C)CCCN(S(C)(=O)=O)C1 (stereo not given),1.8
CCC(Cn1ccnc1)NC(=O)C1=NNC(=O)CC1 (stereo not given),-15.7
CCNc1nc(C)c(C(=O)N2CCN3CCN(C)C(=O)C3C2)s1 (stereo not given),-14.2
CCN(CC)c1ncccc1CNC(=O)c1cccnc1OC,-6.6
CCOC(=O)C1(CCOC)CCCN(C/C=C/c2ccc(OC)cc2)C1 (stereo not given),3.1
Cc1ccccc1-c1noc(-c2cccc(NC(=O)C(C)n3cncn3)c2)n1 (stereo not given),-38.7
Cc1nnc(SCCn2c(N3CCCCCC3)nc3c2c(=O)n(C)c(=O)n3C)s1,-3.5
CC(NC(=O)/C=C/c1ccc(F)cc1)c1ccncc1 (stereo not given),2.5
Fc1ccc(-c2nc(COc3ccccc3Br)co2)cc1,1.4
Cc1ncc(CO)c(CN2CCC(C(O)c3cccs3)CC2)c1O (stereo not given),-23.4
C[C@H]1[C@H](OC(=O)CCC(=O)O)O[C@@H]2O[C@]3(C)CC[C@H]4[C@H](C)CC[C@@H]1[C@@]24OO3,1.0
Cc1occc1C(=O)N1CCC(n2nccc2NC(=O)CCOc2ccccc2)CC1,-8.3&-5.5
Cc1ccc2cc(CN(C)Cc3cnn(C)c3C)c(N3CCOCC3)nc2c1,-24.8
O=C(Oc1cc2ccccc2cc1OC(=O)N1CCCCC1)N1CCCCC1,-33.4
Cc1cc(C)n(C2CCN(Cc3ncc[nH]3)C2)n1 (stereo not given),-9.7
Cc1ccc(CCC(=O)N2CCN(S(=O)(=O)c3ccc(Cl)s3)CC2)cc1,-1.9
COc1ccc(OC)c(C2CC(=O)Nc3c2c(C)nn3-c2ccc(Cl)nn2)c1 (stereo not given),-1.7
O=C(Nc1ccc(Cl)cn1)c1[nH]ncc1[N+](=O)[O-],18.3
Cc1nn(CC(C)C)c(C)c1CC(=O)Nc1ccccc1F,-6.2
COC(=O)c1c(C)[nH]c(-c2csc(-c3cccs3)n2)c1C,9.0
CC(=O)Nc1ccc(-c2c(-c3ccccc3)ncn2CC2CCCO2)cc1 (stereo not given),-10.4
Cc1[nH]cnc1-c1nccn1Cc1cc2ccc(F)cc2[nH]c1=O,0.2
CCc1ccc(NC(=O)NCCNc2ccc(Nc3ccncc3)nn2)cc1,-7.7

# Next compounds:
SMILES,mcGAS RapidFire
NC(=O)CC1CCN(C(=O)c2cncn2-c2ccccc2)CC1,1.9
CCCn1ccnc1CN1CCN(c2ncccc2C)CC1,-21.5
CCCC(C)C(=O)Nc1ccc(OC)cc1NC(=O)C(C)C (stereo not given),-18.9
CC1Oc2c(cccc2C(=O)Nc2cccc(C(F)F)c2)NC1=O (stereo not given),4.2
CC(C)CN(C(=O)CN1CCCCCCC1)c1c(N)n(CC(C)C)c(=O)[nH]c1=O,-7.8
CCOC(=O)c1cc(Cl)nc(Cl)c1C,-4.1
Cc1nc(C)c(C(C)NS(=O)(=O)N2CCCCCC2)s1 (stereo not given),-11.1
